Screening results from PubChem BioAssay.
FEN1 inh = human FEN1 inhibition. Potency, µM (highest dose often 114 µM), inactives show at the highest dose activity change, negative = inhibition, actives largely listed as inhibitors. actives 0.35% (n = 390,000). Recombinant FEN1 flap cleavage, fluorescence, 15 min; further: nearly all actives have a fitted effect of over 65% in size
Target sequence (P39748 whole entry, looked up): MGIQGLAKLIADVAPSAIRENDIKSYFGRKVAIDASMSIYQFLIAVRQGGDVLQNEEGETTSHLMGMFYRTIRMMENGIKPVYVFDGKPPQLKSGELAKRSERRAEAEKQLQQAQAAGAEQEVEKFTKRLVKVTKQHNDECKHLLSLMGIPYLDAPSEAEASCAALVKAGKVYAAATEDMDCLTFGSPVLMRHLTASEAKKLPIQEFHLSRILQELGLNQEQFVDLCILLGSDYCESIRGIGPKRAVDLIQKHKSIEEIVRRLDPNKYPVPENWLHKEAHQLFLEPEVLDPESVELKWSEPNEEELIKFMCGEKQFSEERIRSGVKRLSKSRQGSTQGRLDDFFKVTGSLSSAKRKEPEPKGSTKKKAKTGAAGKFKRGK
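FEN1 at 10 nM preincubated with compounds 15 min at room temperature, then flap DNA substrate added at 50 nM final. Signal read at 0 and 15 min; concentration-response fitted with four-parameter Hill equation.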
N370S GC = inhibitors or activators of N370S glucocerebrosidase for Gaucher disease | P04062 | N370S GC spleen homogenate, 4MU-glucoside fluorescence | Potency, µM (top dose mostly 59.4 µM), inactives show top-dose activity change, negative = inhibition, actives largely listed as inhibitors | actives 0.092% (n = 330,000) | AID 2101;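 further: 0% = full enzyme activity and -100% = no enzyme basal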
TDP1 cell CPT = growth inhibition of DT40 Tdp1-/-;hTDP1 cells with camptothecin (screen for TDP1 inhibitors) | chicken DT40 Tdp1-/-;hTDP1 cells + 20 nM CPT, ATP luminescence, 48 h | Potency, µM (titrated, usually from 46.2 µM), for the others: at the highest dose activity change, negative = growth inhibition, usual class: inhibitors | actives 12% (n = 420,000) | AID 686979; further: nearly all actives have a fitted effect of over 55% in size
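Cell growth measured by CellTiter-Glo luminescence after a minimum 48 h, 37 C compound exposure with 20 nM CPT in Tdp1-knockout DT40 cells stably expressing hTDP1, seeded 400/well; qHTS titration format.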
Starred values were filed as active, the others as inactive; ? = inconclusive; nt = no result given; & = joins results of further samples; [ ] = another dose, or the depositor's remark. The call rests on the fitted dose curve; in most records, active means well fitted curve in the direction sought with a large enough effect; inconclusive means small, poorly fitted or top-dose-only effect, or another doubt; inactive means no such curve, though single readings can be large; an effect the other way counts as inactive or inconclusive. Unless noted, on the % scale 0 is the no-effect control and ±100 the full control effect; potency means the concentration at half of the fitted maximal effect. The list is partial; the hit share may differ from the screen's.

SMILES	FEN1 inh	N370S GC	TDP1 cell CPT
COc1cccc(CC(=O)Nc2ccccc2C(=O)N2CCOCC2)c1	-17%	-8%	1%
COc1cc(NC(=S)NCCCN(C)C)c(OC)cc1NC(=O)c1ccco1	-5%	4%	2%
Cc1ccc(-n2nc(CO)c(C(=O)NCCCCc3ccccc3)n2)cc1C	-9%	nt	-16%
CCOC(=O)C1=C(O)CSC1=Nc1ccc(C)cc1	-8%	7%	-1%
CC(/C=N/NC(=O)c1ccccc1C)=C\c1ccccc1	-6%	nt	?
COc1cc(/C=N/NC(=O)c2cc(-c3cccc(Br)c3)nc3ccccc23)cc(OC)c1O	-16%	nt	21µM*
COc1ccc(C(=O)NNC(=O)CCC(=O)Nc2cc(C)on2)cc1	6%	5%	-5%
O=C(N[C@@H](Cc1ccccc1)c1nc2ccccc2[nH]1)c1cc([N+](=O)[O-])ccc1Cl	-12%	15%	1%
Cc1ccc(C)c(-n2nnnc2Sc2nc([N+](=O)[O-])nn2C)c1	-4%	17%	?
COc1ccc(S(=O)(=O)N(C)C[C@H]2Oc3c(NC(=O)c4ccncc4)cccc3C(=O)N([C@H](C)CO)C[C@@H]2C)cc1	-2%	nt	1%
O=C(OCC(=O)N1CCN(c2ccccc2)CC1)c1ccc2ncsc2c1	-1%	-3%	-19%
Clc1ccc(CN2CC[C@H]3C=CCc4cccc(c43)C2)cc1	-1%	nt	?
OCc1ccccc1CNCc1ccccc1	-13%	-4%	-25%
COc1ccc(C(C)=O)cc1COC(=O)Cc1n[nH]c(=O)c2ccccc12	-3%	9%	?
CC1(C(O)(C#CC[N+]2(C)CCCCC2)c2ccccc2)CCCC1 (configuration not stated)	0%	-5%	2%

The final two entries of the part above lead into the next:
SMILES	FEN1 inh	N370S GC	TDP1 cell CPT
COc1ccc(C(C)=O)cc1COC(=O)Cc1n[nH]c(=O)c2ccccc12	-3%	9%	?
CC1(C(O)(C#CC[N+]2(C)CCCCC2)c2ccccc2)CCCC1 (configuration not stated)	0%	-5%	2%
COC(=O)c1ccc(COC(=O)CCNS(=O)(=O)c2ccc(C)c(C)c2)cc1	0%	0%	3%
Cc1[nH]nc(SCC(=O)NC(C)c2ccccc2)c1[N+](=O)[O-] (configuration not stated)	-2%	0%	0%
CC(=O)c1cc(-c2ccccc2)n(CC(=O)N2CCCC2)c1C	0%	10%	0%
CC(C)c1ccc(N2C(=O)CS(=O)(=O)C23C(=O)N(Cc2cccc(F)c2)c2ccccc23)cc1 (configuration not stated)	-13%	nt	?
CCN1CCCC(NC(=O)c2cc([N+](=O)[O-])ccc2OC)C1 (configuration not stated)	2%	1%	-19%
COc1cccc2c1OCC/C2=N\NC(=O)COc1ccc(C)cc1	2%	9%	0%
Cc1ccc(C(=O)N2CCN(c3ncccn3)CC2)cc1	-4%	-13%	-1%
O=C(CSc1ccc2ccccc2c1)Nc1ccc(S(=O)(=O)Nc2nccs2)cc1	-5%	-15%	-3%
Cc1cccc2[nH]c3c(=O)n(CCN4CCNCC4)cnc3c12	-2%	-6%	?
Cc1ccc(-c2[nH]ncc2/C=N/n2c(COc3ccccc3C)nc3ccccc3c2=O)cc1	-4%	6%	21µM*
Cc1c(NC(=O)C2CCCCC2)cc(C(=O)N2CCOCC2)cc1[N+](=O)[O-]	0%	-3%	-7%
Cn1c(=O)c2c(ncn2CC(=O)Nc2ccccc2Sc2ccccc2)n(C)c1=O	1%	-7%	-22%
CC1(C)Cc2c(c(-c3ccco3)nc3sc4c(NCC5CCCO5)ncnc4c23)CO1 (configuration not stated)	0%	-11%	18µM*
CCNc1nc(NCC)n2c(SC(C(=O)Nc3cc(C)ccc3OC)c3ccccc3)nnc2n1 (configuration not stated)	-10%	-14%	?
COc1ccc(C(=O)COC(=O)c2cccnc2Cl)c(OC)c1	-6%	7%	-10%
CSCCC(NC(=O)c1ccccc1Br)C(=O)NCC(C)(C)N1CCOCC1 (configuration not stated)	-9%	-6%	8%
CCN(CC)C(=O)c1c(-c2ccccc2)c(-c2ccccc2)nn(CC)c1=O	5%	nt	?
O=C(NC1CCCCC1)c1ccc(S(=O)(=O)N2CCCC2)cc1	-11%	10%	-7%
CC(C)N(CC#CCC(O)(c1ccccc1)c1ccccc1)C(C)C	-14%	-5%	-16%
CCOc1ccc(CCNS(=O)(=O)c2ccc3c(c2)oc(=O)n3C)cc1OCC	23%	?	3%
O=C(C[n+]1cc(Br)cc2ccccc21)c1ccc(Br)cc1	-15%&14%	-8%	?
CCc1ccc(-n2nc(CO)c(C(=O)NCCCCc3ccccc3)n2)cc1	-14%	nt	7%
O=C(Nc1cccc([N+](=O)[O-])c1)Nc1cccc([N+](=O)[O-])c1	9%	-3%	4.6µM*
COc1ccc(S(=O)(=O)NCC(c2ccco2)N2CCN(c3ccc(F)cc3)CC2)cc1C (configuration not stated)	1%	nt	16µM*
CCC(C)[C@H](NC(=O)Nc1ccc(C(C)=O)cc1)C(=O)OC (some centres not stated)	-10%	6%	-4%
Cc1ccc(S(=O)(=O)N(C)C)cc1NC(=O)C(C)N(C)CCOc1ccc(Cl)cc1 (configuration not stated)	-5%	0%	?
CCOc1ccc(C(=O)Nc2nnc(S(=O)(=O)N3CCCCC3)s2)cc1	-6%	-17%	1%
Cc1ccc(-n2c(C)c([N+](=O)[O-])c3ccc(O)c(CN(C)C)c32)cc1	-11%	9%	?
CC1CCCN(C(=S)Nc2ccc3nc4n(c(=O)c3c2)CCCCC4)C1 (configuration not stated)	18%	8%	-14%
CCOC(=O)C1=C(CN2CCCCCC2)NC(=O)NC1c1cccc([N+](=O)[O-])c1 (configuration not stated)	6%	-2%	?
O=C(Nc1ccccn1)c1ccc(Cl)c(S(=O)(=O)N2CCCC2)c1	1%	-5%	6%
Nc1ccc(C(=O)Nc2nc3ccccc3s2)cc1	-5%	0%	-4%
Cc1ccccc1OCc1nc(-c2ccc(NC(=O)c3ccco3)cc2)no1	-1%	-3%	?
CC(C)(C)OC(=O)n1cccc1/C=C1\c2ccccc2C(=O)N1c1ccccc1	-27%	nt	21µM*
CC(C)c1ccc(CNc2ccc([N+](=O)[O-])cn2)cc1	-16%	5%	-16%
CCOc1ccccc1CNC(=O)C1CCCN(S(=O)(=O)c2ccc3c(ccn3C)c2)C1 (configuration not stated)	-10%	nt	15µM*
Cc1ccc(NC(=O)/C=C/c2ccco2)cc1F	-15%	nt	7.3µM*
Oc1ccc(C[C@H]2CNC(=S)N2CC2CCCN2C[C@H](Cc2ccccc2)N2C[C@H](Cc3ccc(O)cc3)N(CCc3ccccc3)C2=S)cc1 (some centres not stated)	-2%	nt	23µM*
O=C(CNC1CCCCCC1)Nc1ccc(S(=O)(=O)NC2CC2)cc1	4%	-1%	-22%
Cc1ccc(C)c(NC(=O)c2cc(S(=O)(=O)NCc3ccccc3)ccc2F)c1	-3%	nt	?
C#CCOCCOCCOCCNc1nc(N2CCN(C(=O)[C@H](C)n3cc(CCC(=O)O)nn3)CC2)nc(N2CCN(C(=O)[C@H](Cc3ccc(O)cc3)n3cc(CCO)nn3)CC2)n1	-4%	nt	-2%
N#CCc1ccc(NC(=O)Nc2cccc3ccccc23)cc1	-1%	-18%	-17%
O=C(COC(=O)c1ccccc1OCc1ccc(Cl)cc1)NC1CC1	0%	-4%	?
Cc1ccn(CCC(=O)Nc2ccc(-c3ccno3)cc2)n1	1%	?	3%
Cc1cc(C)c[n+](-c2[nH]c(=O)sc2/C=N/NC([S-])=Nc2ccccc2)c1	5%	-12%	9%
Cc1cccc(N(CC(=O)NCCC2=CCCCC2)S(C)(=O)=O)c1C	-22%	-11%	16µM*
COc1ccc(C(=O)Nc2ccc(NC(=O)c3ccccn3)cn2)cc1	-2%	3%	-7%
COc1ccc(S(=O)(=O)N2CCCCCC2)cc1C(=O)N(C)Cc1ccco1	54%[activator]	6%	26µM*
CCCSc1nc2[nH]ncc2c(=O)[nH]1	-1%	9%	-6%
O=C(O)/C=C\C(=O)Nc1ccccc1C(=O)NC1CCCCC1	10%	10%	-4%
COc1cccc(CNC(=O)CCCn2c(=O)c3cccn3c3ccc(F)cc32)c1OC	3%	nt	12µM*
C#CCOc1ccc(C2C3=C(CCCC3=O)N(CC(=O)O)C3=C2C(=O)CCC3)cc1Br	-16%	?	-6%
CC1(C)CC[C@]2(C(=O)O)C(O)C[C@@]3(C)C(=CCC4[C@@]5(C)CCC(O)C(C)(C)C5CC[C@@]43C)C2C1 (some centres not stated)	nt	15%	4%
Cc1ccc(N(C(=O)c2csnn2)C(C(=O)NC2CCCCC2)c2ccccn2)c(C)c1 (configuration not stated)	13%	-3%	2%
O=C1c2ccccc2C(Nc2ccc(S(=O)(=O)N3CCCCC3)cc2)N1c1ccccn1 (configuration not stated)	-22%	16%	?
COC(=O)c1ccc(C(=O)Nc2cc(Cl)ccc2Cl)cc1NC(=O)c1ccc(N(C)C)cc1	-1%	5%	26µM*
Cc1nc(-c2ccc(F)cc2)sc1CCNC(=O)c1ccco1	1%	nt	?
O=C(Nc1ccc2c(c1)OCO2)N1CCCC1	-6%	0%	-4%
COCCCn1c(SC(C)C(=O)NC2CC2)nc2ccccc2c1=O (configuration not stated)	5%	-17%	17%
COc1ccc(OCCN2CCN(S(=O)(=O)c3ccccc3C#N)CC2)cc1	8%	-1%	?
(further entries)
SMILES	FEN1 inh	N370S GC	TDP1 cell CPT
Cc1ccccc1OCC(O)CN1CCC(C)CC1 (configuration not stated)	6%	-13%	0%
CCOc1ccccc1NC(=O)CCn1c(-c2ccc(OC)cc2)cc(C(C)=O)c1C	-10%	nt	?
Cc1nnc(-c2ccc(Oc3ccc(Cl)cc3)c([N+](=O)[O-])c2)o1	-6%	4%	?
COC(=O)c1sccc1NC(=O)Cn1cnc2c1c(=O)n(C)c(=O)n2C	4%	-8%	-27%
COc1c(C)cc(S(=O)(=O)Nc2cccc(-c3ccc(N4CCOCC4)nn3)c2)c(C)c1C	-18%	nt	23µM*
CC1(c2ccccc2Cl)NC(=O)N(CC(=O)Nc2ccc(N3CCCCC3)cc2)C1=O (configuration not stated)	9%	-7%	?
COCCN(Cc1cc2cc(C)c(C)cc2nc1Cl)C(=O)Nc1ccccc1	4%	?	?
O=C(O)CCC1(C(=O)O)OCCc2ccccc21 (configuration not stated)	-4%	3%	-18%
Fc1ccc(CN2CCN(C(c3ccccc3)c3ccccc3)CC2)cc1	-2%	-22%	?
CCCCCc1ccc(-c2cn(Cc3ccc(C)cc3)nn2)cc1	5%&0%	9%	?
O=C(O)CSCC(=O)NCc1cccc(C(F)(F)F)c1	10%	-4%	-7%
CCN(CC)S(=O)(=O)c1ccc(N/N=C/c2ccc(O)cc2O)nc1	-3%	-1%	4.6µM*
Cn1c(Cn2c(=O)sc3ccccc32)nnc1SCC(=O)N1CCc2ccccc21	0%	-9%	-24%
CC(=O)c1ccc(N2CCN(C(=O)c3cc(-c4cccnc4)nc4ccc(Br)cc34)CC2)cc1	-6%	18%	?
CC(C)(C)NC(=O)C1CCN(C(=O)c2ccco2)CC1	-5%	2%	17%
Cc1ccc(C)c(OC(=O)c2cccc(S(=O)(=O)N3CCN(C)CC3)c2)c1	0%	?	-27%
COc1ccc(-c2cc(C(=O)Nc3ccccc3SC)no2)cc1OC	-2%	0%	-18%
Cc1ccc(F)cc1NC(=O)Nc1cc(C(C)(C)C)nn1C	0%	3%	12%
CC(C)c1nn2c(=O)cc(COC(=O)c3ccccc3Cl)nc2s1	19%	nt	-12%
Cc1ccc2ncc([N+](=O)[O-])n2c1	39%[activator]	-12%	-12%
COc1ccccc1C1CC(c2cccs2)=NN1C(=O)CCC(=O)O (configuration not stated)	0%	-3%	-29%
COc1ccc(CN(CCCN)c2ccc(Br)cn2)cc1	-11%	nt	?
CCOC(=O)c1ccc(NC(=O)c2c(NC(=O)CCC(=O)O)sc3c2CCCCC3)cc1	-2%	9%	0%

Molecules listed so far with a Cl atom, in the order listed:
SMILES	FEN1 inh	N370S GC	TDP1 cell CPT
O=C(N[C@@H](Cc1ccccc1)c1nc2ccccc2[nH]1)c1cc([N+](=O)[O-])ccc1Cl	-12%	15%	1%
Clc1ccc(CN2CC[C@H]3C=CCc4cccc(c43)C2)cc1	-1%	nt	?
COc1ccc(C(=O)COC(=O)c2cccnc2Cl)c(OC)c1	-6%	7%	-10%
Cc1ccc(S(=O)(=O)N(C)C)cc1NC(=O)C(C)N(C)CCOc1ccc(Cl)cc1 (configuration not stated)	-5%	0%	?
O=C(Nc1ccccn1)c1ccc(Cl)c(S(=O)(=O)N2CCCC2)c1	1%	-5%	6%
O=C(COC(=O)c1ccccc1OCc1ccc(Cl)cc1)NC1CC1	0%	-4%	?
COC(=O)c1ccc(C(=O)Nc2cc(Cl)ccc2Cl)cc1NC(=O)c1ccc(N(C)C)cc1	-1%	5%	26µM*
Cc1nnc(-c2ccc(Oc3ccc(Cl)cc3)c([N+](=O)[O-])c2)o1	-6%	4%	?
CC1(c2ccccc2Cl)NC(=O)N(CC(=O)Nc2ccc(N3CCCCC3)cc2)C1=O (configuration not stated)	9%	-7%	?
COCCN(Cc1cc2cc(C)c(C)cc2nc1Cl)C(=O)Nc1ccccc1	4%	?	?
CC(C)c1nn2c(=O)cc(COC(=O)c3ccccc3Cl)nc2s1	19%	nt	-12%
